GRIN3A LBD mod – modulators (binders) of human NR3A ligand-binding domain | NR3A LBD differential scanning fluorimetry, Tm shift; 0% = protein alone, 100% = glycine-bound protein | Tm shift relative to glycine control, % at 25 µM | 340,000 tested, 2.5% active | AID 1259313;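 active = melting temperature shift of at least 10% of the positive control shift, at one fixed dose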
PfGluPho inh – PfG6PD (Plasmodium falciparum) enzyme inhibition | inhibition, % at 20 µM | PfGluPho enzyme, NADPH resazurin-diaphorase fluorescence | 350,000 tested, 0.78% active;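 active = inhibition reaching at least a set limit at 20 µM in the primary screen, cut at about 59% in these data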;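 note: 0% = DMSO wells with substrate and 100% = DMSO wells lacking glucose-6-phosphate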
hIAP act – increases human intestinal alkaline phosphatase activity | P09923 | purified human IAP, CDP-Star luminescence, 30 min; active compounds read high; 1 = vehicle-only enzyme, 0 = enzyme-free background | activation factor at 10 µM | 330,000 tested, 0.16% active;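 active = activation factor of the enzyme at least 2-fold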; note: the source names both 10 and 20 µM as test concentration; values of inactives mirror those of a sister screen read the other way
ATG4B inhibitor – blocks human ATG4B protease cleavage of LC3 substrate; Q9Y4P1; ATG4B cleavage of LC3-PLA2, NBD-HPC fluorescence, 1 h; inhibition, % at 8.33 µM; 340,000 tested, 0.51% active; AID 504462; in the data active = inhibition above about 40%
SENP8 inh – blocks human SENP8 cleavage of Nedd8 substrate; AID 602440; inhibition, % at 20 µM; recombinant SENP8, Nedd8 substrate fluorescence; Q96LD8; 360,000 tested, 0.64% active; in the data active = inhibition mostly above about 40%, no sharp cut-off; inactive = mostly below about 27%
Target sequence (Q96LD8 whole entry, looked up): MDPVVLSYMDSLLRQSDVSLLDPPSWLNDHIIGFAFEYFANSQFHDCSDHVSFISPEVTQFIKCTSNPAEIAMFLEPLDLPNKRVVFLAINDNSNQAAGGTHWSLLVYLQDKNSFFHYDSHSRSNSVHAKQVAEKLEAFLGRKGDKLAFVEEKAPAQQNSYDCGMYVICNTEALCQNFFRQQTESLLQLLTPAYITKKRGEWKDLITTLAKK
SENP6 block – inhibitors of human SENP6 protease | Recombinant SENP6 catalytic domain, aminoluciferin luminescence | 330,000 tested, 1.8% active | inhibition, % at 10 µM;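 active = inhibition above about 50% at the single tested dose, limit read from the data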;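 note: plate controls were DMSO wells with enzyme for no effect and DMSO wells lacking enzyme for full effect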
Target sequence (Q9GZR1 628-1112 limits assumed): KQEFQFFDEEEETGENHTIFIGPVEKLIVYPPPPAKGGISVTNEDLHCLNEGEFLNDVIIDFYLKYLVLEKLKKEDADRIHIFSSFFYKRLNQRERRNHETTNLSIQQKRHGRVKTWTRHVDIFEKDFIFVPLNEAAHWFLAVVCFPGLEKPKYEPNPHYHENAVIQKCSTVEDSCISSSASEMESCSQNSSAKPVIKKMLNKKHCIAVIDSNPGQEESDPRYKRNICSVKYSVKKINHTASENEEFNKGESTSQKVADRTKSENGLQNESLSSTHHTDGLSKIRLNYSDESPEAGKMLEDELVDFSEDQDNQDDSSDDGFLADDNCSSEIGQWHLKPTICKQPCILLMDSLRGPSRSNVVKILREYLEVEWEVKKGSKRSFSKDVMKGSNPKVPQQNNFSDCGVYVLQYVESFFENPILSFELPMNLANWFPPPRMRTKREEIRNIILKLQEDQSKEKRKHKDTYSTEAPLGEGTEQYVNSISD
MPTP block – blocks calcium-induced mitochondrial swelling; isolated mouse mitochondria, Ca2+ swelling absorbance, 30 min; inhibition, % at 10 µM; 360,000 tested, 1.4% active; AID 602449;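 active = inhibition of 50% or more, scaled per plate between neutral and stimulator controls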;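 note: 0% = DMSO wells given calcium and 100% = 1 mM EGTA wells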
SENP1 FRET inh – inhibitors of human SENP1 SUMO protease catalytic domain; Q9P0U3; recombinant SENP1 catalytic domain, CyPet-SUMO1-YPet FRET cleavage; inhibition, % at 10 µM; 360,000 tested, 0.21% active;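 active = inhibition at least 30% at 10 µM, raw YFP signal under a set limit, fluorescence ratio 0.5 to 1.5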;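 note: 0% = enzyme with DMSO and 100% = no enzyme wells; some results filed as inactive read as strong as hits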
Target sequence (Q9P0U3 419-644 limits assumed): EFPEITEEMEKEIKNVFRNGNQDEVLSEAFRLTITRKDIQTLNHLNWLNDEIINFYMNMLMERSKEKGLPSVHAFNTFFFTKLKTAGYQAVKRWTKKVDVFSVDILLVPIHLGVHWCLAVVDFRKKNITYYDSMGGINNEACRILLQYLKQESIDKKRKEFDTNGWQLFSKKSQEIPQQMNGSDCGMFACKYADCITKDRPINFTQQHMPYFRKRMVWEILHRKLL
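Test system: hSENP1 catalytic domain, recombinant; Amount: 20 pM final SENP1 enzyme; Medium: Tris pH 8 buffer plus EDTA, NaCl, BME, BSA, NP40, catalase; Schedule: 50 min enzyme reaction, room temperature, light-protected; Technique: FRET fluorescence in CFP and YFP emission channels; Controls: no-enzyme wells low, DMSO-plus-enzyme wells high control.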
* = called active by the depositor; . = not tested or not shown.

The opening five compounds (preview)
SMILES	GRIN3A LBD mod	PfGluPho inh	hIAP act	ATG4B inhibitor	SENP8 inh	SENP6 block	MPTP block	SENP1 FRET inh
CCOC(=S)SCC(=O)N1CCc2cc(OC)ccc2C1C1C(=O)CCCC1=O (configuration not stated)	0	-18	0.97	-3	13	5	-1.6	0
CC1CC1C(=O)OCC(=O)NCc1ccc(Cl)cc1Cl (configuration not stated)	2	3	0.86	6	7	11	-0.9	2
Cc1ccc(-c2nnc(Nc3ccc(CC(N)=O)cc3)c3ccccc23)cc1S(N)(=O)=O	-1	12	0.97	88*	-106	-28	0.1	1
CCOC(=O)Cn1nc(C)c(NC(=O)COc2ccccc2)c1C	0	1	1.1	-5	8	-14	0.5	0
COc1cc(/C=C2\CCC(C3CCCC3)C2=O)ccc1OC(C)C (configuration not stated)	-2	5	1.1	-2	9	-7	-0.9	0

The list itself, previewed entries included:
SMILES	GRIN3A LBD mod	PfGluPho inh	hIAP act	ATG4B inhibitor	SENP8 inh	SENP6 block	MPTP block	SENP1 FRET inh
CCOC(=S)SCC(=O)N1CCc2cc(OC)ccc2C1C1C(=O)CCCC1=O (configuration not stated)	0	-18	0.97	-3	13	5	-1.6	0
CC1CC1C(=O)OCC(=O)NCc1ccc(Cl)cc1Cl (configuration not stated)	2	3	0.86	6	7	11	-0.9	2
Cc1ccc(-c2nnc(Nc3ccc(CC(N)=O)cc3)c3ccccc23)cc1S(N)(=O)=O	-1	12	0.97	88*	-106	-28	0.1	1
CCOC(=O)Cn1nc(C)c(NC(=O)COc2ccccc2)c1C	0	1	1.1	-5	8	-14	0.5	0
COc1cc(/C=C2\CCC(C3CCCC3)C2=O)ccc1OC(C)C (configuration not stated)	-2	5	1.1	-2	9	-7	-0.9	0
Cc1ccc(OCCC(=O)Nc2ccc(C)c(S(=O)(=O)N3CCOCC3)c2)cc1	0	0	1	-4	5	-1	-0.2	-1
Cc1ccc(S(=O)(=O)N2CCN(C(=O)c3ccc(OCc4c(C)noc4C)cc3)CC2)cc1	2	2	1	-16	28	4	45	2
O=C(NCC(=O)N1CCCCC1)c1sc2ccccc2c1Cl	-1	-7	0.95	2	6	26	-0.9	1
O=C(Cc1ccc(Cl)cc1)NCCc1ccc(F)cc1	-1	3	0.96	-18	17	1	3.7	0
Cc1onc(-c2c(F)cccc2Cl)c1C(=O)NC(=S)NC1CCS(=O)(=O)C1 (configuration not stated)	-6	-11	0.84	1	8	8	-2.0	2
CN(C(=O)c1cccc(NC(=O)Cc2cccc(NC(=O)C3CCCN(C(=O)C4CCCCC4)C3)c2)c1)C1CCC1 (configuration not stated)	2	6	.	-10	-3	.	-0.3	1
Cc1ccccc1-c1nc(CN2CCCC(C(=O)NCc3cccnc3)C2)c(C)o1 (configuration not stated)	2	-8	1	-11	15	5	2.2	-3
COc1ccc(S(=O)(=O)N(C(=O)c2ccncc2)c2ccc3oc4c(c3c2)CCCC4)cc1	-1	-12	0.95	3	19	7	0.6	1
CCCN(CCC)C(=O)Cn1c(=O)n(CCCC(=O)NCc2ccco2)c(=O)c2sccc21	-2	-4	1	-11	18	-6	1.4	2
Cc1ccc(C(=O)O)cc1NC(=O)CCc1c(C)noc1C	.	-4	.	.	12	.	-1.1	2
COc1ccc(C2CC(c3cccc(Cl)c3)=NN2c2ccc(S(N)(=O)=O)cc2)cc1 (configuration not stated)	28*	21	.	13	-372	.	0.5	-35
Clc1ccc(-c2nnc(SCc3nc(-c4ccccc4)no3)o2)cc1	1	16	1	-5	-11	-12	0.4	1
COC(=O)CCS(=O)(=O)c1nc(-c2ccccc2)cc(C(F)(F)F)n1	-12	-2	0.97	1	1	-20	-1.0	1
Nn1c(SCC(=O)Nc2ccc3c(c2)CCC3)nnc1C1CC1	-1	-2	0.91	-16	4	-7	-1.2	3
O=C(CSc1nc2ncc(Br)cc2[nH]1)c1ccc([N+](=O)[O-])cc1	-2	1	1.1	-4	19	6	36	0
CN(C(=O)N1CCN(S(=O)(=O)c2ccccc2)CC1)c1ccccc1	-1	-6	1.2	-3	3	-47	-0.1	4
CCOC(=O)CSc1ncc(OC)c(=O)[nH]1	1	-2	0.97	-4	8	3	-0.8	2
C[C@@H]1CN([C@@H](C)CO)C(=O)Cc2cc(NC(=O)C3CCCCC3)ccc2O[C@H]1CN(C)S(=O)(=O)c1ccccc1	1	14	1.1	-5	15	-3	-1.0	0
Cn1c(CCN2CCCCC2)nc2cc(NS(=O)(=O)c3ccc(F)cc3)ccc21	2	-3	0.96	-9	18	-10	3.4	-1
Cc1cc(C)cc(NS(=O)(=O)c2ccc(NC(=O)c3ccccc3C(=O)O)cc2)c1	-1	-16	1.2	-9	16	-16	0.6	4
CC1Cc2ccccc2N1C(=O)CSc1nnc(Cc2ccccc2)n1CCc1ccccc1 (configuration not stated)	1	-6	.	11	13	.	4.5	-4
COC(=O)/C(=C/c1c[nH]c2ccccc12)NC(C)=O	-2	4	1.1	-5	-14	2	0.9	-3
C#CCOCCOCCOCCNc1nc(N2CCN(C(=O)[C@H](C)n3cc(CCC(=O)O)nn3)CC2)nc(N2CCN(C(=O)[C@H](CCCCN)n3cc(CCCC)nn3)CC2)n1	0	5	.	-8	10	.	-0.2	4
Cc1ccc(-n2ncc3c(=O)[nH]c(SCC(=O)N4CCCc5ccccc54)nc32)cc1	-21	-26	0.94	18	13	3	-0.6	0
COc1cccc(C(=O)Nc2ccc(NC(=O)C3C4C=CC(C4)C3C(=O)O)cc2)c1 (configuration not stated)	-2	-16	1.4	3	1	-4	-1.9	-1
CCOC(=O)C1CCN(C(=O)c2ccc(OCC(=O)Nc3ccc(OCC)cc3)c(OC)c2)CC1	1	4	0.99	-16	18	-12	0.7	0
Cc1ccccc1C(=O)N1CCC(C(=O)Nc2ccc(S(=O)(=O)N3CCOCC3)cc2)CC1	1	1	1	-7	21	-10	0.5	2
CC(C)C(NC(=O)c1ccccc1F)C(=O)OCC(=O)c1ccc(F)cc1 (configuration not stated)	-1	12	1.1	-5	-1	40	-0.7	4
COc1ccc(-n2nc(C(=O)O)nc2-c2ccccc2)cc1	1	-10	1.1	7	12	5	4.4	3
CC(C)(C)C(=O)C(Cc1ccccc1)n1cncn1 (configuration not stated)	-6	-12	1.1	-4	9	0	2.6	1
Cn1c(C(=O)N/N=C/c2ccccc2)cc2ccccc21	-16	23	1	-9	-34	4	0.3	1
Cc1ccc(S(=O)(=O)c2cc3c(=O)n4ccccc4nc3n(CCCN3CCOCC3)c2=N)cc1C	1	-1	0.9	-14	-340	9	-1.6	-23
Cc1ccc(N(C(=O)Nc2ccccc2)C2=NCC(C)S2)cc1 (configuration not stated)	1	12	0.96	21	3	-7	1.0	1
CCOc1ccccc1C(C(=O)NC1CCCCC1)N(C(=O)c1csnn1)C1CC1 (configuration not stated)	1	-8	1	-3	10	-10	-2.4	1
CCCCN1C(=O)CC(SC2CC(=O)N(CCCC)C2=O)C1=O (configuration not stated)	2	-6	.	5	3	.	0.0	0
CCc1cccc(NC(=O)CCc2c(C)nn(-c3ccc(N4CCCCC4)nn3)c2C)c1	0	5	1.1	-11	-25	2	-1.9	-1
COCCCNC(=O)Cn1c(=O)n(CCCCCC(=O)Nc2ccccc2)c(=O)c2sccc21	-2	-5	1.1	5	0	-19	-1.1	-2
NC(=O)Cn1c(=O)n(CCCC(=O)NC2CCN(Cc3ccccc3)CC2)c(=O)c2ccccc21	-2	-7	1	10	7	-22	-0.9	0
Nc1cc(C(F)(F)F)ccc1OCC1CCCO1 (configuration not stated)	2	5	1.2	-2	7	14	1.2	0
COc1cc(NC(=O)NCC2CCN(Cc3ccccc3F)CC2)cc(OC)c1	-1	-15	1.3	9	8	11	-0.9	0
Cn1ccc2cc(-c3csc(N4CCC(C(N)=O)CC4)n3)ccc21	-1	0	0.9	-8	10	13	-0.1	-1
COc1ccc(NC(=O)CNC(=O)c2nn(-c3ccc(OC)cc3OC)c(=O)c3ccccc23)c(OC)c1	0	-6	0.84	-1	-19	-11	-0.5	3
COc1cccc(-c2cc(C(=O)N/N=C/c3cccc(OC)c3OC)c3ccccc3n2)c1	-4	7	0.94	-15	-5	-4	1.6	2

2 entries from above, with values under each structure.
Below each compound – GRIN3A LBD mod, PfGluPho inh, hIAP act, ATG4B inhibitor, SENP8 inh, SENP6 block, MPTP block, SENP1 FRET inh
CN(C(=O)N1CCN(S(=O)(=O)c2ccccc2)CC1)c1ccccc1
 : -1, -6, 1.2, -3, 3, -47, -0.1, 4
CCOC(=O)CSc1ncc(OC)c(=O)[nH]1
 : 1, -2, 0.97, -4, 8, 3, -0.8, 2

Next results
SMILES	GRIN3A LBD mod	PfGluPho inh	hIAP act	ATG4B inhibitor	SENP8 inh	SENP6 block	MPTP block	SENP1 FRET inh
O=C(/C=C/c1c(Cl)cccc1Cl)NCc1ccccc1	3	15	0.86	-5	22	-21	0.2	-2
O=C(Cn1nc(C(F)(F)F)c2c1CCCC2)NCCN1CCOCC1	-1	-12	1	0	2	-20	0.7	3
O=C(NNC(=O)c1cc2cc3ccccc3nc2s1)c1cccc(Cl)c1	0	-17	1	-4	-54	-2	1.2	2
CC(=O)c1ccc(NC(=S)NCc2cccnc2)cc1	1	-7	1.1	-6	0	-10	-1.3	1
O=C(COC(=O)C1=COCCO1)Nc1cc(S(=O)(=O)N2CCCCC2)ccc1Cl	0	17	0.94	-4	14	-17	-0.8	1
CCOC(=O)c1c(C)oc(NC(=O)CCl)c1C(=O)OCC	-4	-4	0.88	-8	-3	-34	0.6	2
NC(=O)c1ncn([C@@H]2O[C@H](CNCc3ccccc3C#Cc3ccccc3)[C@@H](O)[C@H]2O)n1	11*	5	.	7	-4	.	0.6	0
CC(=O)Nc1ccc(NC(=O)CN(c2cccc(C(C)=O)c2)S(C)(=O)=O)cc1	-1	-10	1	0	0	-20	-5.5	0
COc1ccc(C(=O)NC(C)c2cc(OC)c(OC)cc2Br)cc1 (configuration not stated)	1	-10	0.87	-10	9	-1	-0.8	2
Cc1ccc(NC(=O)NC2=N/C(=C(/C#N)C(=O)N3CCCC3)c3ccccc32)cc1	-9	0	0.89	-10	25	-11	3.2	-2
O=C(NNS(=O)(=O)c1ccc(Br)cc1)c1ccccc1-n1cccc1	0	-20	0.91	7	-2	-6	-1.2	0
O=C(NCC1CCCO1)[C@@H]1CSC2c3ccccc3C(=O)N21 (some centres not stated)	-1	2	1	-7	28	4	0.4	0
C=CCSc1nnc(CNS(=O)(=O)c2ccc(C)cc2)n1C	-2	3	0.85	-8	-1	3	0.0	3
COc1cc(N)c(Cl)cc1C(=O)OC(C)C(=O)Nc1cccc(S(=O)(=O)N2CCOCC2)c1 (configuration not stated)	-3	-19	1	-9	7	-6	-0.7	2
COc1cc(/C=N/NC(=O)/C(=C/c2ccccc2)CCO)ccc1O	-2	12	1.1	-6	-2	-33	1.7	-1
CCCCNC(=O)Nc1nc(SCC(=O)OCC)n[nH]1	0	-6	0.92	-11	-3	-14	1.1	3
CCOc1ccc(S(=O)(=O)Nc2ccc3c(c2)n(C)c(=O)n3C)cc1	1	9	0.91	-17	11	-17	4.7	2
CCOC(=O)[C@@H]1[C@H]2COc3ccccc3[C@H]2N2C(=O)N(c3cccc(Cl)c3)C(=O)[C@@]12C	-8	11	1	7	-4	-12	0.1	1
COc1cccc(-c2nc(CCl)cs2)c1OC	0	7	0.91	3	-14	-13	-0.4	3
COc1ccccc1OCC(=O)Nc1ccccc1C(=O)NC1CC1	0	-11	1	-5	0	1	-0.4	1
COc1ccc(/C=C2\SC(=S)N(CC(=O)NNC(=O)c3ccncc3)C2=O)cc1	-3	-11	1.1	6	18	-4	-1.3	5
COc1ccc(S(=O)(=O)n2ccnc2)c2cccnc12	0	-8	1.1	2	-299	0	-2.7	1
CCc1ccc2c(c1)C(c1ccc([N+](=O)[O-])cc1)=NNC(c1ccc(F)cc1)=N2	-7	-4	1.2	5	22	-4	3.1	1
COc1cc(OC)cc(C(=O)NNC(=O)CN2C(=O)NC(C)(c3ccc(C)cc3)C2=O)c1 (configuration not stated)	1	-4	1.3	-1	3	-13	-2.1	1
